Screening results from PubChem BioAssay.
N370S GC – qHTS Assay for Inhibitors and Activators of N370S glucocerebrosidase as a Potential Chaperone Treatment of Gaucher Disease; Lysosomal acid glucosylceramidase (Homo sapiens), P04062; N370S GC spleen homogenate, 4MU-glucoside fluorescence; Potency, µM (top dose mostly 59.4 µM), inactives show at the highest dose activity change, negative = inhibition, usual class: inhibitors; 330,000 compounds, 0.092% hits; AID 2101, 2009;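 note: 0% = full enzyme activity and -100% = no enzyme basal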
FEN1 inh – qHTS Assay for the Inhibitors of Human Flap endonuclease 1 (FEN1). Recombinant FEN1 flap cleavage, fluorescence, 15 min. Potency, µM (series often up to 114 µM), without a hit: at the top dose activity change, negative = inhibition, usual class: inhibitors. 390,000 compounds, 0.35% hits; note: nearly all actives have a fitted effect of over 65% in size
Target sequence (P39748 whole entry, looked up): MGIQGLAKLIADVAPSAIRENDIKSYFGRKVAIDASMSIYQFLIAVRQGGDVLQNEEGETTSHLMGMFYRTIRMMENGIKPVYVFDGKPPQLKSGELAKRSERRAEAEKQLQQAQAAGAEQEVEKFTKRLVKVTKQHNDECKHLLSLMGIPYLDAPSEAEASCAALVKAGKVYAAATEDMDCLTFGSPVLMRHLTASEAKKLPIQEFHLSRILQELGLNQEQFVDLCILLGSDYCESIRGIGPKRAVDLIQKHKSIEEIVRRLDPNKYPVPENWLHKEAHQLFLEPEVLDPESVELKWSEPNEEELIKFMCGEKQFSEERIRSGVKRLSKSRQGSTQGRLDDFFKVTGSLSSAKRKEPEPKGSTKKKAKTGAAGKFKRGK
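Nuclease activity of 10 nM FEN1 was measured after 15 min of room-temperature exposure to titrated compounds, by adding 50 nM flap substrate and reading plates at 0 and 15 min.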
TDP1 block – qHTS Assay for Inhibitors of Tyrosyl-DNA Phosphodiesterase (TDP1) | AID 485290, 2010 | Potency, µM (series often up to 130 µM), for inactives: top-dose activity change, negative = inhibition, actives largely listed as inhibitors | 350,000 compounds, 0.28% hits | recombinant TDP1, AlphaScreen DNA substrate cleavage | Tyrosyl-DNA phosphodiesterase 1 (Homo sapiens), Q9NUW8; note: nearly all actives have a fitted effect of over 40% in size
Target sequence (Q9NUW8 whole entry, looked up): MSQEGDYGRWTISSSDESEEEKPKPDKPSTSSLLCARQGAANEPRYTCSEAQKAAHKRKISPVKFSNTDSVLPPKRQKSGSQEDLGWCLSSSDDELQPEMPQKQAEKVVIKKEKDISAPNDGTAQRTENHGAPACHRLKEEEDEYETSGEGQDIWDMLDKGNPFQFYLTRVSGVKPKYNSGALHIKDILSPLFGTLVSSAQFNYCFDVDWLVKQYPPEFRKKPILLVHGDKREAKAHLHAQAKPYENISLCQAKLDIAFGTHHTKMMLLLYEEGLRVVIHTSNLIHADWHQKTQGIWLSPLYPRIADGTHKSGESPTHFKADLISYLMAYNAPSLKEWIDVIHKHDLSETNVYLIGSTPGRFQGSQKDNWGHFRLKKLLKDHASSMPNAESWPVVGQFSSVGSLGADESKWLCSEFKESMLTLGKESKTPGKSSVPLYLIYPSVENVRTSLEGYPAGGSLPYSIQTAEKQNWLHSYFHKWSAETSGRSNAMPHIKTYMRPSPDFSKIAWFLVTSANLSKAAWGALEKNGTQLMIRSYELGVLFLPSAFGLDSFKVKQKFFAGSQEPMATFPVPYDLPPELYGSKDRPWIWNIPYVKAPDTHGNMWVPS
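Steps: enzyme plus compound, 15 min RT; add biotin/phosphotyrosine-FITC oligonucleotide (15 nM final), react 5 min; add donor/acceptor beads (10 ug/ml final), 10 min; read AlphaScreen. Tdp1 at 1 nM final.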
* = called active by the depositor; ? = inconclusive; . = not tested or not shown; & = joins results of further samples; [ ] = dose if it differs, or a comment. Calls come from the whole dose curve; as a rule, active = well fitted curve in the direction sought with a large enough effect; inconclusive = small, poorly fitted or top-dose-only effect, or another doubt; inactive = no such curve, though single readings can be large; an effect the other way counts as inactive or inconclusive. Unless noted, % is set by controls: 0 for no effect and ±100 for the full control effect; potency is the fitted concentration of half-maximal effect. Compounds as they come. About 0.53% of those tested had a hit in this group.

N370S GC,FEN1 inh,TDP1 block,Compound
-3%,-8%,1%,CC(=O)Nc1cccc(C(=O)NC(C)c2ccc(S(N)(=O)=O)cc2)c1 (stereo not given)
9%,-3%,3%,Cc1ccc(NC(=O)NC(=O)N(C(C)C)S(C)(=O)=O)nc1
4%,-6%,1%,Cc1cc(O)c(C(C)C)cc1NC(=O)Cn1nc(C)c2ccccc2c1=O
.,-16%,-8%,CCOc1ccccc1CNC(=O)CCCN1C(=O)COc2ccc(C)cc21
2%[2.35 µM],3%,1%,CN(C)CCN1C(=O)c2oc3ccccc3c(=O)c2C1c1ccc(F)cc1 (stereo not given)
.,0%,-7%,COc1ccc(-n2nc(C(=O)Nc3ccc(C)cn3)c3c4ccccc4n(C)c3c2=O)cc1Cl
3%,4%,7%,COc1ccc(CCNC(=O)CC2Nc3ccccc3NC2=O)cc1OC (stereo not given)
.,-7%,6%,Cc1cccc(-c2nc3c4ccccc4n(Cc4cccc(Cl)c4)c(=O)n3n2)c1
-3%,-2%,2%,CNC(=O)COc1ncnc2sc(C)c(C)c12
-1%,-1%,.,O=[N+]([O-])c1cc([N+](=O)[O-])c(Oc2cc(F)cc(F)c2F)cc1NN1CCCCC1
3%,16%,3%,Cc1ccc(NC(=O)Nn2cnnc2)cc1Cl
8%[12.8 µM],-4%,0%,Cc1ccc(OCC(=O)Nc2ccc(Cl)cc2)c(-n2nc3ccccc3n2)c1
11%,-21%,-8%[56.1 µM],O=C(Nc1ncc(Cc2ccccc2Cl)s1)C1CCCO1 (stereo not given)
.,-10%,-4%,COc1cc2c(cc1NC(=O)COc1ccc(Cl)cc1Br)oc1ccccc12
2%,-11%,1%,O=C(c1ccc(Cl)c(S(=O)(=O)N2CCc3ccccc3C2)c1)N1CCN(c2ccccc2)CC1
0%,5%,-8%[0.505 µM],CC(OC(=O)c1ccc(Cl)c(S(N)(=O)=O)c1)C(=O)NCc1ccc2c(c1)OCO2 (stereo not given)
-6%,14%,9%,O=C(CNC(=O)c1ccccc1)OCC(=O)N1N=C(c2ccc(Cl)cc2)CC1c1ccco1 (stereo not given)
.,11%,5%,Cc1ccc(NC2=C(c3ccc(C(F)(F)F)cc3)C(=O)c3ccccc32)cc1F
5%,-3%,0%,Cc1ccc(SCc2cc(=O)[nH]c(Nc3nc(C)c4cccc(C)c4n3)n2)cc1
-19%,-26%,.,Cc1c(C#N)c(O)[nH]c(=O)c1N=Nc1ccc(S(N)(=O)=O)cc1

Reprinted at random: 3 entries already listed
N370S GC,FEN1 inh,TDP1 block,Compound
-19%,-26%,.,Cc1c(C#N)c(O)[nH]c(=O)c1N=Nc1ccc(S(N)(=O)=O)cc1
.,0%,-7%,COc1ccc(-n2nc(C(=O)Nc3ccc(C)cn3)c3c4ccccc4n(C)c3c2=O)cc1Cl
11%,-21%,-8%[56.1 µM],O=C(Nc1ncc(Cc2ccccc2Cl)s1)C1CCCO1 (stereo not given)

Results in FEN1 inh, for two of the compounds above:
SMILES | FEN1 inh
Cc1cccc(-c2nc3c4ccccc4n(Cc4cccc(Cl)c4)c(=O)n3n2)c1 | -7%
CNC(=O)COc1ncnc2sc(C)c(C)c12 | -2%

Following part.
N370S GC,FEN1 inh,TDP1 block,Compound
-7%,-7%,3%,CS(=O)(=O)c1ccc(Sc2nc3ccccc3s2)c([N+](=O)[O-])c1
-11%,-3%,1%,Cc1ccc(NC(=O)Cc2ccc(-c3ccccc3)cc2)nc1
6%,1%,0%,Cc1cccc(C)c1NC(=S)N(Cc1cccs1)C1CCCC1
.,-11%,5%,CCN(C(=O)c1nn(-c2ccc(C)cc2)c(=O)c2c1c1ccccc1n2C)c1ccc(F)cc1
22%,-24%,-1%,CC1CCN(c2ncnc3c2cnn3-c2ccccc2)CC1
-3%,12%,.,COc1ccc(NC(=O)C(=O)NCCC2CCCCN2S(=O)(=O)c2ccc(F)cc2)cc1 (stereo not given)
-8%,-1%,3%,Cc1cccc(NC(=O)C2CC(=O)N/C(=N/N=C/c3ccco3)S2)c1 (stereo not given)
14%,8%,-3%[56.1 µM],COc1ccc(-c2ccc(-c3cc(=O)oc4cc(OC)c(OC)c(OC)c34)cc2)cc1F
-1%[12.8 µM],.,9%[21 µM],CC(C)=NO[C@@H](C)CN1CCCCc2nc(C)c(C)cc21
4%,-14%,1%,C=CCn1c(Cc2c[nH]c3ccccc23)nnc1SCC(=O)NCc1ccccc1
14%,4%,3%,COc1ccccc1CN(Cc1nc2ccccc2c(=O)[nH]1)C(=O)Nc1ccccc1
0%,-1%,1%,CCn1c(/C=N/Nc2ccc(C(=O)O)cc2)nc2ccccc21
17%,0%,9%,Nc1nc(CN2CCN(Cc3ccccc3)CC2)nc(Nc2ccccc2)n1
2%,-7%,1%,O=C(NCC1CCCO1)c1cc(-c2ccccc2F)no1 (stereo not given)
5%,-6%,-5%,Cc1ccc(C(=O)CSc2nnc(-c3cccs3)n2C)o1
5%,-14%,-5%,O=C(NCCCn1ccnc1)c1cc(-c2cccnc2)nc2ccc(Br)cc12
2%,3%,1%,COc1cc(-c2nnc(COC(=O)c3cc(C)no3)o2)cc(OC)c1OC
-3%,2%,8%,COc1cc(CC(=O)Nc2ccc(S(=O)(=O)N(C)C)cc2)cc(OC)c1OC
-12%,?,-5%,CNc1ccccc1C(C)(C)c1cc(C)[nH]n1
5%,-4%,10%,O=C(NCCCN1CCCC1=O)c1ccc2c(c1)OCO2
-9%,-3%,11%,Cc1sc(NC(=O)c2ccccc2)c(C(=O)c2ccccc2)c1C
-5%,-5%,-3%,COc1ccc(-n2nc(C(=O)NCC(=O)N3CCCC3)c3ccccc3c2=O)cc1
19%,-2%,2%,COc1ccc(Cl)cc1NC(=O)COc1cccc(-n2cnnn2)c1
24%,36%,2%,COc1ccc(OCC(=O)Nc2ccccc2C(=O)Nc2ccc(C(=O)O)cc2)cc1
3%,-8%,1%,CC1CCN(C2=NC(=O)/C(=C/c3cn[nH]c3-c3ccccc3)S2)CC1
0%,-3%,4%,CCCC(=O)c1cc(F)c(N2CCN(S(=O)(=O)c3ccccc3)CC2)cc1C
0%,1%,3%,CCOC(=O)Cc1csc(NC(=O)c2cccs2)n1
-4%,-2%,9%[0.0935 µM],N#Cc1ccc(OCC(O)CN2CCN(CC(O)COc3ccc(C#N)cc3)CC2)cc1 (stereo not given)
-15%,-5%,2%,Cc1cc([N+](=O)[O-])nn1CC(=O)Nc1cnc2ccccc2c1
0%,9%,6%,CCCCc1c(O)nc(SCC(=O)N2CCOCC2)[nH]c1=O
-14%,.,1%,COC(=O)[C@@H]1C[C@H]1[C@@H](NC(=O)Oc1ccc(F)cc1)c1ccccc1
1%,-11%,-2%,CCOCCCNC(=O)/C(C#N)=C/c1ccc(C(=O)OC)cc1
-23%,5%,.,O=C(O)c1ccc(CSCc2ccccc2Cl)o1
5%,6%&0%,1%&-1%,Cc1ccccc1NC(=O)Cn1c(=O)n(Cc2ccccc2)c(=O)c2c(C)c(C)sc21
2%,31%,.,Cc1cccc(NC(=O)N2CCC(C(=O)c3ccc(F)cc3)CC2)c1
-8%,-2%,5%,CCOC(=O)CNC(=O)/C(=C\c1ccc(F)cc1)NC(=O)c1ccccc1
3%,-12%&-1%,3%&5%,CCOC(=O)C(C)Sc1ccc2nnc(CCNS(=O)(=O)c3ccccc3)n2n1 (stereo not given)
.,7%,0%,CC1CCCN(S(=O)(=O)c2ccc3[nH]c(=O)cc(C(=O)NCCc4ccc(Cl)cc4)c3c2)C1 (stereo not given)
7%,0%,-5%,CC(C)CC(=O)NC(=S)Nc1ccccc1C(=O)Nc1ccccc1
11%,-1%,2%,CC1CCN(S(=O)(=O)N2CCC(C(=O)NC3CCCC3)CC2)CC1
-6%,3%,4%,O=C(c1ccc(OC2CCN(Cc3ccccn3)CC2)cc1)N1CCCCCC1
1%,-8%,5%,COc1ccc2cnn(-c3ccc(OC(F)(F)Cl)cc3)c(=O)c2c1OC
-22%,-2%,5%,Cc1[nH]c2ccccc2c1C(=O)CSc1nc2ncc(Cl)cc2[nH]1
-5%,-14%,4%,CCOc1ccc(C(=O)OCC(=O)NC(C)C)cc1
-2%,5%,4%,Cc1ccc(NC(=O)CSCC(=O)Nc2ccc(S(=O)(=O)N3CCOCC3)cc2)cc1
-17%,-1%,6%,CC1CCN(C(=O)CCNS(=O)(=O)c2ccc(Cl)cc2)CC1
1%,6%,0%,CCOc1ccc(C/C(N)=N/n2cnnc2)cc1
-4%,12%,8%,CCn1c(SCC(=O)c2cc(C)n(-c3ccc(C(=O)OC)cc3)c2C)nnc1-c1cccnc1
8%,-7%,.,O=C1c2ccccc2NC(c2cc(Cl)cc(Cl)c2O)N1Cc1cccnc1 (stereo not given)
.,2%,6%,CCOCCCNC(=O)CN1C(=O)c2c(c3ccccc3n2C)C1c1ccc(OC)cc1 (stereo not given)
-2%,2%,4%,COc1ccc(N(C(=O)c2ccc(Br)o2)C2C=CS(=O)(=O)C2)cc1 (stereo not given)
6%[21.6 µM],.,15%[21 µM],CN=C(NC#N)NCCSC[C@H]1N=CN=C1C
14%,1%,1%,CC(C)(C)NC(=O)Cn1cnc([N+](=O)[O-])n1
11%,-10%,.,O=C(NCc1cccs1)c1cc(-c2ccc(O)cc2)on1
0%,-26%,11%,CCN(CC)CCCNc1cc(C)nc2cc(-c3cccs3)nn12
-1%,-4%,3%,CCn1nccc1C(=O)Nc1ccc(C)c(C)c1
-24%,-17%,3%,CC(C)CC(=O)N(Cc1ccc(F)cc1)C1CCS(=O)(=O)C1 (stereo not given)
0%,3%,-4%,Cc1cc(NC(=O)Nc2cc(C)nn2-c2ccccc2)n(-c2ccccc2)n1
4%,-4%,-14%,Cc1nn(-c2ccc(Cl)cc2)c2[nH]c(CCl)cc(=O)c12
5%,5%,-1%,NC(=O)[C@@H]1CCOc2c(F)cc([N+](=O)[O-])cc2C(=O)N[C@@H](CO)C(=O)NCC(=O)N1

Additional results follow:
N370S GC,FEN1 inh,TDP1 block,Compound
-11%,1%,4%,COc1cc(OC)cc(C(=O)OCC(=O)Nc2ccc(N3CCCCC3)cc2)c1
.,-10%,0%,Cc1ccc([C@@H]2CC=C(C(=O)O)[C@H](c3cccc(F)c3)N2S(=O)(=O)c2ccccc2C)cc1
6%,3%,2%,COc1ccc(-c2csc3nc(C)nc(N4CCN(c5ccc(C(C)=O)cc5)CC4)c23)cc1OC
.,-2%,3%,COc1cc2cnc(-c3ccccc3)c(-c3cc(OC)c(OC)c(OC)c3)c2cc1OC
.,-28%,3%,C[C@@H]1CN([C@H](C)CO)C(=O)c2cccc(NC(=O)NC3CCCCC3)c2O[C@@H]1CN(C)C(=O)Nc1ccc(C(F)(F)F)cc1
.,-19%,-4%,Cc1ccccc1C(=O)OC(C)C(=O)NCc1ccc2c(c1)OCO2 (stereo not given)
5%,-3%,3%,CCOC(=O)CCCNC(=O)COc1ccccc1C#N
-4%,?,12%,CC1=NN(c2ccccc2)C(=O)/C1=C/c1ccc(Cl)cc1
3%,0%,4%,Cc1cccc(N2CN=c3s/c(=C\c4ccccn4)c(=O)n3C2)c1
.,-12%,7%,CCCN1Cc2cccc(C(=O)Nc3ccc(OC)cc3OC)c2C1=O
1%,7%,3%,CC(=O)Nc1ccc(S(=O)(=O)N(C)Cc2cnn(C)c2)cc1
20%,-23%,4%,CC1CCN(c2nnc(-c3cccs3)c3ccccc23)CC1
3%,3%,.,COCCN(C(=O)COC(=O)c1c(NC(C)=O)sc(C)c1C)c1c(N)n(Cc2ccccc2)c(=O)[nH]c1=O
-16%,-7%,-2%,O=C(O)CCC(=O)NCc1ccc2[nH]c3c(c2c1)CCCC3
.,0%,1%,COc1ccc(-c2nc3scc(CCNC(=O)c4cc(OC)cc(OC)c4)n3n2)cc1
.,16%,1%,COc1ccc(C(CNC(=O)c2cc3ccccc3o2)N2CCCC2)cc1 (stereo not given)
?,-19%,-9%,COCCNc1oc(/C=C/c2ccccc2OC)nc1S(=O)(=O)c1ccccc1
4%,-1%,3%,N#Cc1c(N)n(C2CCCCC2)c2nc3ccccc3nc12
.,-6%,2%,CCOc1ccc(NC(=O)c2cn(C3CCCCC3)c(=O)c3c2c2ccccc2n3C)cc1
-1%,-1%,1%,O=C(O)CCCC(=O)Nc1ccc(C(=O)N2CCCCC2)cc1
?,-17%,.,COc1cccc(CNC(=O)c2ccc3c(c2)N(C)CCS3)c1OC
0%,-22%,4%,CC1(C)Cc2nc(N)c(=O)sc2C1

At a glance, three of the compounds above:
N370S GC,FEN1 inh,TDP1 block,Compound
-1%,-1%,1%,O=C(O)CCCC(=O)Nc1ccc(C(=O)N2CCCCC2)cc1
?,-17%,.,COc1cccc(CNC(=O)c2ccc3c(c2)N(C)CCS3)c1OC
0%,-22%,4%,CC1(C)Cc2nc(N)c(=O)sc2C1
